mIAP act: activators of mouse IAP, primary screen, biochemical, luminescence, uHTS. actives 0.24% (n = 330,000). AID 2805, 2010. activation factor at 10 µM. muIAP, CDP-Star luminescence, 30 min; hits give high values; 1 = vehicle-only enzyme signal, 0 = enzyme-free wells;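 active means activation factor of at least 2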; further: the source names both 10 and 20 µM as test concentration; values of inactives mirror those of a sister screen read the other way
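Assay system: mouse IAP enzyme; Reagent: CDP-Star chemiluminescent phosphatase substrate; Compound: DMSO-dissolved test compounds; Incubation: 30 min, room temperature; Technique: luminescence from enzymatic CDP-Star hydrolysis; Controls: DMSO-only wells and no-enzyme negative control.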
mIAP inh: inhibitors of mouse IAP, primary screen, biochemical, luminescence, uHTS. intestinal alkaline phosphatase [Mus musculus]. purified mouse IAP, CDP-Star luminescence, 30 min. inhibition, % at 10 µM. actives 0.2% (n = 330,000). AID 2806, 2010;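 active means inhibition of at least 40% at 10 µM in the primary screen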;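 further: plate controls were DMSO with enzyme for no effect and no enzyme wells for full effect; values of inactives mirror those of a sister screen read the other way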
HKDC1 inh: HKDC1 hexokinase inhibitors, primary screen, biochemical, fluorescence, uHTS | inhibition, % at 20 µM | recombinant HKDC1, G6PDH/diaphorase resazurin coupled fluorescence | actives 0.16% (n = 340,000) | AID 493160, 2011 | Q2TB90;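 active means inhibition above about 35% when tested at 20 µM, limit read from the data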;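 further: plate controls were DMSO wells with enzyme for no effect and DMSO wells lacking enzyme for full effect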
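Assay system: in-house recombinant HK5 (HKDC1) enzyme. Input: HKDC1 at 5 µg/mL. Medium: Tris pH 8.0 buffer with MgCl2, Tween-20, BSA, BME. Dosing: single 20 µM dose. Schedule: 90 min reaction incubation at room temperature, dark. Signal: resazurin-to-resorufin fluorescence via G6PDH and diaphorase coupling, 525/613 nm. Controls: DMSO-enzyme wells negative, buffer-substituted wells positive.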
ATG4B inhibitor: ATG4B protease inhibitors, primary screen, biochemical, fluorescence, uHTS. actives 0.51% (n = 340,000). ATG4B cleavage of LC3-PLA2, NBD-HPC fluorescence, 1 h. AID 504462, 2011. inhibition, % at 8.33 µM; in the data active means inhibition above about 40%
Target sequence (Q9Y4P1 whole entry, looked up): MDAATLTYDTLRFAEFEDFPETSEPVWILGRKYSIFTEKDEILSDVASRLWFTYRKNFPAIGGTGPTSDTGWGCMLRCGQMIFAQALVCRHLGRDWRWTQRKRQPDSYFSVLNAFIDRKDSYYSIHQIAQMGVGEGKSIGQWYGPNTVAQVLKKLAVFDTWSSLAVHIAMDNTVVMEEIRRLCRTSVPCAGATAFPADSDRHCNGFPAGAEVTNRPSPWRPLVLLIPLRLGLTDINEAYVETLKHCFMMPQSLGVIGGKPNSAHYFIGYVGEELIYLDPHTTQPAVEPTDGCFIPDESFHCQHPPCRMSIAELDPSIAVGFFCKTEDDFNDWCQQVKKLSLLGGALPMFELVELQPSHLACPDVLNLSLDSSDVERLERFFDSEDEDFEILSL
hIAP act: human IAP activators, primary screen, biochemical, luminescence, uHTS. Intestinal-type alkaline phosphatase (Homo sapiens), P09923. activation factor at 10 µM. actives 0.16% (n = 330,000). purified human IAP, CDP-Star luminescence, 30 min; hits give high values; 1 = vehicle-only enzyme, 0 = enzyme-free background;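 active means activation factor of the enzyme at least 2-fold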; further: the source names both 10 and 20 µM as test concentration; values of inactives mirror those of a sister screen read the other way
Target sequence (P09923 whole entry, looked up): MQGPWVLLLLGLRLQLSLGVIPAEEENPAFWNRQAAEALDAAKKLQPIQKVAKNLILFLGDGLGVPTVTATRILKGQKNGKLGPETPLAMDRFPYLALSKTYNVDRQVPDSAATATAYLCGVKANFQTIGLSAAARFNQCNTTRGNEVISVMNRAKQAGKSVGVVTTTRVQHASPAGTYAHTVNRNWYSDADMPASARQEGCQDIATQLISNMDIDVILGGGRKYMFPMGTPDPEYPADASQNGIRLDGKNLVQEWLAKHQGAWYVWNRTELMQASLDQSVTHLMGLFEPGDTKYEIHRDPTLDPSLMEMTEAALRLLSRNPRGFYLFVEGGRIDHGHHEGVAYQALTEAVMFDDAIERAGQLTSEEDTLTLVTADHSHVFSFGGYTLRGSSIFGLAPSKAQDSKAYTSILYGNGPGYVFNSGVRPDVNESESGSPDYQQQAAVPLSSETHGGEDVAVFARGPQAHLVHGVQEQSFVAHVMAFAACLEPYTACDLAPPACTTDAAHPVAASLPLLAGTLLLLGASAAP
PfG6PD inh: PfG6PD enzyme inhibitors, primary screen, biochemical, fluorescence intensity, uHTS. PfGluPho enzyme, NADPH resazurin-diaphorase fluorescence. actives 0.78% (n = 350,000). inhibition, % at 20 µM;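 active means inhibition reaching at least a set limit at 20 µM in the primary screen, cut at about 59% in these data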;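 further: 0% = DMSO wells with substrate and 100% = DMSO wells lacking glucose-6-phosphate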
hIAP block: human IAP inhibitors, primary screen, biochemical, luminescence, uHTS. Intestinal-type alkaline phosphatase (Homo sapiens), P09923. purified IAP, CDP-Star luminescence, 30 min. inhibition, % at 10 µM. actives 0.12% (n = 330,000);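 active means inhibition reaching a set limit with compound at 10 µM in the primary screen, cut at about 35% in these data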;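 further: plate controls were DMSO wells with enzyme for no effect and no-enzyme buffer wells for full effect; values of inactives mirror those of a sister screen read the other way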
APOBEC3A inh: APOBEC3A ssDNA deaminase inhibitors, primary screen, selectivity assay for APOBEC3G inhibitor project, biochemical, FAM/TAMRA oligo cleavage fluorescence. DNA dC->dU-editing enzyme APOBEC-3A (Homo sapiens), P31941. inhibition, % at 20 µM. recombinant A3A, FAM/TAMRA ssDNA deamination fluorescence. AID 493011, 2011. actives 0.41% (n = 330,000);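 active means at least 40% inhibition at 20 µM here, with at most 30% in a related deaminase screen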;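 further: plate controls were A3A with DMSO for no effect and wells lacking A3A enzyme for full effect; some results filed as inactive read as strong as hits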
Active calls of the source: *; nt = not tested or not shown.

| ATG4B inhibitor | hIAP act | HKDC1 inh | PfG6PD inh | APOBEC3A inh | mol | hIAP block | mIAP act | mIAP inh |
| --- | --- | --- | --- | --- | --- | --- | --- | --- |
| -1.8 | 0.991 | -7.0 | 4.8 | -0.3 | CC(OC(=O)CCNS(=O)(=O)c1cccs1)C(=O)Nc1ccc(S(N)(=O)=O)cc1 (stereo not given) | 0.9 | 1.11 | -11.4 |
| 2.6 | 0.873 | -0.1 | -12.3 | 7.2 | O=C1NC(=O)c2cc(Br)cc3cccc1c23 | 12.7 | 0.959 | 4.1 |
| -2.6 | 0.95 | -3.8 | -2.7 | -3.9 | Cc1cc(C)c(NC(=O)CCCn2c(=O)oc3ccccc32)c(C)c1 | 5.0 | 1.01 | -0.6 |
| -5.9 | 1 | 14.4 | -1.4 | -3.7 | O=C1CC(N2CCN(c3ccccn3)CC2)C(=O)N1c1ccc(Cl)cc1 (stereo not given) | -0.2 | 1.05 | -5.4 |
| 0.5 | 0.84 | -3.8 | 1.9 | -3.7 | Cc1c(Cl)cccc1NC(=O)C1NC(=O)CC1c1ccccc1 (stereo not given) | 16.0 | 0.921 | 7.9 |
| -5.6 | 0.934 | 2.2 | 20.5 | -0.4 | COc1ccc(-c2ccc(N(C)C)cc2)cc1[C@H]1[C@H]2C=CC[C@@H](C)[C@@H]2C(=O)N1Cc1ccccc1 | 6.6 | 1.21 | -21.2 |
| -2.3 | 0.953 | -0.1 | 10.2 | -0.6 | COc1ccccc1-n1nnnc1SCC(=O)NCC1(N2CCOCC2)CCCCC1 | 4.7 | 0.902 | 9.8 |
| -4.6 | 0.803 | -4.5 | 2.6 | -0.2 | Cc1[nH]c2ccccc2c1C(=O)C(=O)N(C)C1CCCCC1 | 19.7 | 0.946 | 5.4 |
| -1.4 | 1.03 | 1.3 | -5.1 | -3.1 | CCN(CC(=O)NC(C)C)Cc1nc2sc3c(c2c(=O)[nH]1)CCC3 | -2.9 | 1.04 | -4.3 |
| 2.2 | 1.17 | -9.7 | -8.9 | 0.6 | CCC(C)(C)n1nnnc1CN1CCSCC1 | -16.8 | 1.16 | -15.8 |
| -2.1 | 0.995 | 2.4 | -35.0 | -0.8 | O=C(O)C1C2C=CC(C2)C1C(=O)NC(c1ccccc1)c1ccccc1 (stereo not given) | 0.5 | 1.12 | -11.8 |
| nt | 1.14 | nt | nt | -3.6 | COc1ccc(C2Nc3ccc4ccccc4c3-c3c2c(=O)oc2ccccc32)cc1 (stereo not given) | -14.2 | 1.08 | -8.0 |
| 3.9 | 1.12 | -9.3 | -17.2 | -0.4 | CC1(C)CC2CC(C)(CN2C(=O)COC(=O)c2ccc(Cl)cc2N)C1 (stereo not given) | -12.0 | 1.04 | -3.6 |
| 7.7 | 1.03 | -1.5 | -4.6 | 1.5 | CC(C)=CCN1CCC(n2nccc2NC(=O)c2ccccc2Cl)CC1 | -2.7 | 0.985 | 1.5 |
| -6.2 | 1.02 | -3.3 | 3.2 | -2.9 | COc1ccc(CNC(=O)CCCn2nc(C)c3c(C)n(-c4ccc(C)cc4)nc3c2=O)cc1OC | -2.3 | 0.95 | 5.0 |
| -0.9 | 1.01 | 2.2 | -5.9 | -4.2 | Cc1ccc2[nH]cc(CCNC(=O)CN3C(=O)c4ccccc4C3=O)c2c1 | -1.5 | 0.901 | 9.9 |
| -1.3 | 0.949 | 6.6 | -16.6 | 1.5 | CC(C)CCNC(=O)CN(Cc1ccc(F)cc1)C(=O)CCC(=O)Nc1ccccn1 | 5.1 | 1.08 | -8.4 |
| 9.6 | 1.28 | 0.7 | -9.0 | 0.2 | Cc1ccc(-c2ccc(=O)n(CC(=O)NCC3COCCO3)n2)cc1 (stereo not given) | -28.0 | 1.03 | -2.7 |
| -4.8 | 1 | 2.5 | 7.3 | 1.2 | CN(C1CCCCC1)S(=O)(=O)c1ccc(SCC(=O)C(C)(C)C)nc1 | 0.0 | 1.03 | -3.3 |
| -11.7 | 0.936 | -6.5 | -5.9 | 1.1 | CC(=O)Nc1ccc(-c2nnn(CC(=O)c3ccc(F)cc3)n2)cc1Cl | 6.4 | 0.941 | 5.9 |
| -4.7 | 1 | -8.0 | 10.0 | -3.1 | Cc1ccc(NC(=O)c2ccc(N3C(=O)C4CC=C(Cl)CC4C3=O)cc2)cc1 (stereo not given) | -0.2 | 1.03 | -2.7 |
| -6.7 | 0.948 | 0.9 | 0.7 | -1.2 | O=C(CNC(=O)c1cccs1)NCC(=O)OCC(=O)c1ccccc1 | 5.2 | 1.18 | -18.3 |
| -5.7 | 1.04 | -0.3 | -9.9 | -7.7 | Cc1csc(NC(=O)c2c(-c3c(F)cccc3Cl)noc2C)n1 | -3.7 | 0.986 | 1.4 |
| -6.3 | 1.06 | -8.3 | 11.4 | -0.6 | CCC1CCCCN1C(=O)COC(=O)c1cc(=O)[nH]c2ccccc12 (stereo not given) | -6.0 | 0.979 | 2.1 |
| -17.2 | 1.45 | 1.9 | -15.3 | 0.6 | COc1ccc(NS(=O)(=O)c2cccc(C(=O)NNC(=O)CNC(=O)c3cccc(C)c3)c2)cc1 | -44.9 | 0.935 | 6.5 |
| 7.7 | 1.02 | -3.3 | -3.6 | -4.2 | CC(=O)N1c2ccc(S(=O)(=O)NCc3ccccc3Cl)cc2CC1C (stereo not given) | -2.3 | 1.01 | -1.5 |
| -2.4 | 1.01 | -11.8 | 14.8 | 3.0 | Cc1ccc(CN2CCN(/N=C/c3cc(Br)cc(Br)c3O)CC2)cc1 | -1.5 | 0.952 | 4.8 |
| nt | 1.13 | -1.1 | 2.0 | -4.7 | COC(=O)[C@]1(C)N[C@H](CN(C)S(=O)(=O)c2ccccc2)[C@@H]2C(=O)N(C)C(=O)[C@@H]21 | -12.6 | 0.837 | 16.3 |
| -6.1 | 1.47 | -17.1 | 1.8 | 1.7 | CN1CCN(CCCC(=O)c2ccc(C3CCCC3)cc2)CC1 | -46.9 | 0.966 | 3.4 |
| -0.9 | 1.01 | -7.4 | 8.8 | -1.2 | O=C(Nc1ccccc1F)N(Cc1ccc(F)cc1)Cc1nc2ccccc2c(=O)[nH]1 | -0.9 | 0.851 | 14.9 |

Filtered by structure, the entries above containing two or more sulfur atoms.
| ATG4B inhibitor | hIAP act | HKDC1 inh | PfG6PD inh | APOBEC3A inh | mol | hIAP block | mIAP act | mIAP inh |
| --- | --- | --- | --- | --- | --- | --- | --- | --- |
| -1.8 | 0.991 | -7.0 | 4.8 | -0.3 | CC(OC(=O)CCNS(=O)(=O)c1cccs1)C(=O)Nc1ccc(S(N)(=O)=O)cc1 (stereo not given) | 0.9 | 1.11 | -11.4 |
| -4.8 | 1 | 2.5 | 7.3 | 1.2 | CN(C1CCCCC1)S(=O)(=O)c1ccc(SCC(=O)C(C)(C)C)nc1 | 0.0 | 1.03 | -3.3 |

(next part)
| ATG4B inhibitor | hIAP act | HKDC1 inh | PfG6PD inh | APOBEC3A inh | mol | hIAP block | mIAP act | mIAP inh |
| --- | --- | --- | --- | --- | --- | --- | --- | --- |
| 6.8 | 0.946 | -2.3 | -8.2 | 4.2 | Cc1ccc(OCC(=O)N2CCN(C3=NS(=O)(=O)c4ccccc43)CC2)cc1 | 5.4 | 0.995 | 0.5 |
| 1.5 | 0.979 | -7.1 | -7.8 | -0.9 | CC1(C)OC(=O)C=C[C@]2(C)[C@H]3CC[C@@]4(C)[C@H](c5ccoc5)OC(=O)[C@H]5O[C@]54[C@]3(C)C(=O)C[C@@H]12 | 2.1 | 1.02 | -2.0 |
| 4.3 | 1.09 | 5.4 | -3.8 | -3.4 | O=c1c2[nH]c3ccc(F)cc3c2ncn1CCN1CCOCC1 | -9.3 | 0.942 | 5.8 |
| -4.4 | 1.03 | 8.6 | 6.8 | -4.7 | Cn1c(=O)c2c(nc(CN3CCN(c4cccc(Cl)c4)CC3)n2CCc2ccccc2)n(C)c1=O | -2.6 | 0.993 | 0.7 |
| nt | 1.11 | nt | nt | -3.1 | CCOC(=O)OC(C)OC1=C(C(=O)Nc2ccccn2)N(C)S(=O)(=O)c2ccccc21 (stereo not given) | -11.1 | 1.07 | -7.5 |
| -1.6 | 1.03 | -6.2 | 11.4 | -1.5 | CCc1nnc(NC(=O)CN2CCC(O)(c3ccccc3OC)CC2)s1 | -3.4 | 1.05 | -5.3 |
| -0.3 | 1.02 | -8.7 | -8.8 | -5.1 | Fc1ccc(NC(=S)NC2CC3CCC(C2)N3Cc2ccco2)cc1 (stereo not given) | -2.0 | 1.16 | -15.7 |
| -4.5 | 1.08 | -3.8 | 8.6 | -2.5 | CN(Cc1ccccc1)C(=O)COC(=O)CCC(=O)c1ccc(F)cc1 | -7.6 | 1.06 | -5.8 |
| -11.3 | 1.26 | -8.0 | 1.8 | -0.5 | COC(C(=O)Nc1ccc(C(C)=O)cc1)c1ccccc1 (stereo not given) | -26.5 | 0.908 | 9.2 |
| 0.5 | 0.675 | 7.4 | 26.2 | 47.9* | O=C(O)c1ccc(N/N=C/C=C/c2ccc([N+](=O)[O-])o2)cc1 | 32.5 | 0.85 | 15.0 |
| -6.4 | 0.896 | 2.9 | 11.0 | -1.6 | Cc1ccc(Sc2nc(C)c([N+](=O)[O-])c(C)c2C#N)cc1 | 10.4 | 0.93 | 7.0 |
| -19.0 | 0.972 | 1.6 | -7.0 | -0.9 | CC(C)(C)N=C1SCC(C)(/C=N/O)S1 (stereo not given) | 2.8 | 1.01 | -1.4 |
| -2.7 | 1.15 | 3.9 | 29.7 | -0.5 | CN=C(Nc1ccc(Cl)cc1)c1cccc(C(F)(F)F)c1 | -14.7 | 1.12 | -12.3 |
| -3.0 | 0.994 | -7.4 | 1.9 | 0.5 | Cc1cc(C)n(CCCNC(=O)C(C)(C)Oc2ccc(Cl)cc2)n1 | 0.6 | 1.09 | -8.7 |
| -11.7 | 1.06 | -3.6 | 8.0 | 0.4 | NCCOc1ccc(C2CCCCC2)cc1 | -6.0 | 0.96 | 4.0 |
| -8.9 | 1.03 | -1.5 | -21.0 | -0.6 | O=C(CSc1nnnn1-c1ccccc1)Nc1nc(-c2ccccc2)ns1 | -2.9 | 1 | 0.0 |
| -2.4 | nt | 3.4 | 20.8 | -1.6 | Cc1cccc(N2O[C@H]3C=CC2CCCC3)n1 | nt | 1 | 0.0 |
| -1.3 | 1.05 | 4.1 | 10.3 | 0.2 | COc1ccccc1NC(=O)N1C2CCCC1CC(NC(=O)c1ccccc1)C2 (stereo not given) | -5.0 | 1.07 | -6.8 |
| 23.0 | 1.17 | 2.6 | 2.1 | 0.1 | O=C(CCC(=O)Nc1ccc(Cl)cc1Cl)NNC(=O)Nc1ccccc1 | -16.8 | 0.867 | 13.3 |
| 4.6 | 1.86 | -9.6 | -36.7 | -2.7 | COc1ccc(C(=O)NNC(=O)C(=O)/C=C(\O)c2ccc(C)cc2)cc1 | -86.5 | 0.771 | 22.9 |
| -2.1 | 1.01 | -6.1 | -4.3 | 0.3 | O=C(O)c1cc([N+](=O)[O-])ccc1NCCO | -1.1 | 0.981 | 1.9 |
| -9.8 | 1.15 | -4.7 | 5.4 | -3.7 | O=C(CSC1=NCCN1)NC1CCCCCC1 | -15.0 | 1.11 | -10.8 |
